# From PubChem
# UCHL1 inh – human UCHL1 deubiquitinase inhibition; AID 1645859; 47,000 tested, 0.2% active; purified UCHL1, Ub-rhodamine cleavage fluorescence; P09936; inhibition, % at 20 µM
# Target sequence (P09936 whole entry, looked up): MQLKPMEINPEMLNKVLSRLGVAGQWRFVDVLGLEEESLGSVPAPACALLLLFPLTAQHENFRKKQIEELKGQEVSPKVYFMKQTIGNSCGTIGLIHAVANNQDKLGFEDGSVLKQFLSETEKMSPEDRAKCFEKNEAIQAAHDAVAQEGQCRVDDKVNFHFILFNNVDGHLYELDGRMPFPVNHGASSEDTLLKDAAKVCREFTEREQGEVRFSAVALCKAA
# USP8 block – blocks human USP8 ubiquitin-rhodamine cleavage; P40818; purified USP8, Ub-rhodamine cleavage fluorescence, 30 min; inhibition, % at 20 µM; 47,000 tested, 4.2% active; AID 1645853
# USP17 block – blocks human USP17 ubiquitin-rhodamine cleavage. purified USP17, Ub-rhodamine cleavage fluorescence, 3 h. inhibition, % at 50 µM. 47,000 tested, 6.5% active. AID 1645855
# USP28 block – inhibitors of human USP28 deubiquitinase. Q96RU2. inhibition, % at 25 µM. 47,000 tested, 3% active. purified USP28, Ub-rhodamine cleavage fluorescence, 30 min
# OTUD3 inh – blocks human OTUD3 ubiquitin-rhodamine cleavage; purified OTUD3, Ub-rhodamine fluorescence, 2 h; inhibition, % at 25 µM; 47,000 tested, 0.7% active; AID 1645858
# USP7 inh – inhibitors of human USP7 deubiquitinase; purified USP7, Ub-rhodamine cleavage fluorescence; inhibition, % at 20 µM; 47,000 tested, 0.3% active; AID 1645854
# USP30 inh – human USP30 deubiquitinase inhibition | Q70CQ3 | purified USP30, Ub-rhodamine cleavage fluorescence | inhibition, % at 25 µM | 47,000 tested, 5.3% active
# USP10 block – human USP10 deubiquitinase inhibition. Q14694. purified USP10, Ub-rhodamine fluorescence, 60 min. inhibition, % at 20 µM. 47,000 tested, 1.1% active
# Target sequence (Q14694 whole entry, looked up): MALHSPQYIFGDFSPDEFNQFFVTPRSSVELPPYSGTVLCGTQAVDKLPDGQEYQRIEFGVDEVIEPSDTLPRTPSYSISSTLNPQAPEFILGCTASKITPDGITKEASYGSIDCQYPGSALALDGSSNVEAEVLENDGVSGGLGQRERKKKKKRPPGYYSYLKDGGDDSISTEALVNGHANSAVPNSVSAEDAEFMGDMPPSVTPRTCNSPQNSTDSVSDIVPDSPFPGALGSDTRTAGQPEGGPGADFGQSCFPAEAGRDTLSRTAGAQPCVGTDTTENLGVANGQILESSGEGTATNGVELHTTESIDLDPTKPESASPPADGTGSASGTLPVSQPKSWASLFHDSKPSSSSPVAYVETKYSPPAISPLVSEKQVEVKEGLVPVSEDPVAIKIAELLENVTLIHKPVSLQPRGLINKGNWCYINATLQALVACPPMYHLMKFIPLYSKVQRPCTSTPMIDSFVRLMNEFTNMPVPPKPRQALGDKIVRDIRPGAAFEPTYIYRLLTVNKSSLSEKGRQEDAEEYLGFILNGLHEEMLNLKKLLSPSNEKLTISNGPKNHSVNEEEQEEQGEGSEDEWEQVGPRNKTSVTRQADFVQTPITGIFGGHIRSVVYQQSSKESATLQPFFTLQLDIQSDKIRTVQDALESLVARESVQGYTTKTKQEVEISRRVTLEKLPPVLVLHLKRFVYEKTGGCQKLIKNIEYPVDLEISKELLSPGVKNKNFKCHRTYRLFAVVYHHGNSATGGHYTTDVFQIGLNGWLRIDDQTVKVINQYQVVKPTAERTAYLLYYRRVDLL
# An asterisk follows results filed as active; i = inactive; · = no result given. Cut-off read from the data, not from the text of the source: active = inhibition above about 30%; inactive = the rest.
1. O=C(NCc1ccc(F)cc1)C1CCCN(S(=O)(=O)N2CCCCC2)C1 (stereo unspecified)
2. O=C(Nc1ncc2c(n1)CC(c1ccc(Cl)cc1)CC2=O)c1ccco1 (stereo unspecified)
3. O=C1C(O)=C(c2ccc(O)c(O)c2)C(=O)C(O)=C1c1ccccc1
4. COc1cc2c(cc1NC(=O)COC(=O)c1nccnc1N)oc1ccccc12
5. Cn1cc(NC(=O)CN2CC3(CCOCC3)Oc3ccccc3C2=O)cn1
6. Cc1noc(C)c1CN1CCC(NC(=O)c2cc(F)ccc2Cl)C1 (stereo unspecified)
7. CCc1cccc(C)c1NC(=O)/C=C/c1cc(OC)ccc1OC
8. SC(COCc1ccccc1)CN1CCN(c2ccccc2)CC1 (stereo unspecified)
9. CC1CCC(NS(=O)(=O)c2ccc3c(c2)OCC(=O)N3)CC1 (stereo unspecified)
10. O=c1ccc(S(=O)(=O)N2CCCC2)cn1Cc1ccccc1F
screen / no.,1,2,3,4,5,6,7,8,9,10
UCHL1 inh,0,0,14,-9,1,0,-1,2,3,2
USP8 block,28,14,-9,8,10,8,2,-46,2,0
USP17 block,17,15,57*,-34,17,5,-1,23,0,·
USP28 block,7,4,67*,-45,10,-1,-5,24,2,-5
OTUD3 inh,11,-3,73*,-34,12,8,-17,33*,-1,0
USP7 inh,-8,-118,-74,-6,1,5,2,7,2,-2
USP30 inh,15,-1,51*,-137,25,-11,-2,44*,0,0
USP10 block,1,-1,4,-11,0,-3,-1,3,3,2

11. CN(C)c1cccc(C(=O)Nc2cnn(-c3ncc(N4CCCC4)cn3)c2)c1
12. CC(C)C(=O)Nc1ccc(N2CCN(Cc3ccc(F)cc3)C2=O)nc1
13. Cc1nccnc1CCC1COCCN1C(=O)c1noc2c1CCCC2 (stereo unspecified)
14. C/C=C/c1cc(OC)c2c(c1)C(C)C(c1ccc(O)c(OC)c1)O2 (stereo unspecified)
15. O=C(COC(=O)c1ccc(F)cc1)NC1CCCc2ccccc21 (stereo unspecified)
16. Cc1noc(C)c1CN1C[C@H](OCc2cccnc2)[C@H]2OCCC[C@H]21
17. O=C(NCCC1=CCCCC1)c1cnc(-c2ccccc2)nc1-c1ccncc1
18. O=C(NCc1ccc(Cl)cc1)c1cc2c(s1)-c1ccccc1OC2
19. C=C1NC(=O)[C@@H](CC)NC(=O)CNC(=O)[C@H](Cc2c[nH]c3cccc(OC)c23)NC(=O)[C@H](Cc2c[nH]c3ccccc23)NC(=O)c2csc(n2)[C@@H](C)NC(=O)CN(C)C1=O
20. CC(C)Cn1c(=O)c2sccc2n2c(CCC(=O)NC3CCCC3)nnc12
screen / no.,11,12,13,14,15,16,17,18,19,20
UCHL1 inh,-9,1,-4,4,0,-3,-26,3,6,-1
USP8 block,11,29,-12,-6,7,-130,12,74*,10,12
USP17 block,-33,62*,-7,0,-3,-49,-51,87*,32*,10
USP28 block,-24,23,-8,1,-5,-24,-122,25,-2,0
OTUD3 inh,0,11,-8,7,-15,-18,-155,7,-7,7
USP7 inh,0,-1,-1,0,3,-5,-13,14,6,-1
USP30 inh,-111,18,0,-17,-9,-74,i,55*,8,18
USP10 block,-6,-3,1,-2,-3,-5,-10,44*,-2,2

21. COc1ccc(CCC(=O)Nc2ncc(C)s2)cc1OC
22. Cc1c(S(=O)(=O)N2CCCCC2)cc(C(=O)NCc2ccccc2)n1C
23. O=C(Cn1cnc(S(=O)(=O)N2CCc3ccccc32)c1)Nc1ccc2c(c1)OCO2
24. CCCOc1ccc(C2CN3C(=O)CN(CCCN4CCOCC4)C(=O)[C@]3(C)c3[nH]c4ccccc4c32)cc1OCC (stereo partly specified)
25. O=C(c1ccc2c(c1)OCO2)N1CCn2c(nnc2C2CCCN2)C1 (stereo unspecified)
26. CNC(=O)c1cc2c(nc1NCC1CC1)CCN(C(=O)NC)CC2
27. CN1CCCN(C(=O)NC2CCCC2)CC1
28. CCCN1CCN(c2ncc3c(n2)CCN(Cc2ccccn2)C3)CC1
29. Cc1ccc2c(NCc3ccc4c(c3)OCO4)c(-c3nc(C)no3)cnc2n1
30. COc1ccc(C2(C(=O)N3CCC(Nc4nc(C)cc(=O)[nH]4)CC3)CC2)cc1
screen / no.,21,22,23,24,25,26,27,28,29,30
UCHL1 inh,2,0,-7,4,-2,4,-3,-7,-2,-3
USP8 block,2,-151,15,-1,-32,-137,3,-82,61*,-51
USP17 block,25,1,·,-6,-5,-27,2,-46,36*,-21
USP28 block,54*,-4,-8,-12,-6,0,-10,-35,43*,-12
OTUD3 inh,12,2,-2,-15,-3,11,0,-39,7,-3
USP7 inh,4,-1,-3,6,0,4,3,-4,3,-3
USP30 inh,0,0,-31,-34,-4,6,7,-102,-78,-18
USP10 block,0,1,2,3,0,2,0,-6,-7,-6

31. CC(C)[C@H]1OC(=O)/C=C/C=C\C=C/C=C/C=C/C=C/C[C@H](O)[C@H](C)[C@H](O)C[C@@H](O)C[C@H](O)C[C@@H](O)C[C@H](O)C[C@H](O)C[C@H](O)C[C@H](O)/C=C/[C@@H]1C
32. Cn1cnc2c(C(=O)Nc3cccnc3)nn(-c3ccc(Cl)cc3)c2c1=O
33. COc1ccc(NC(=O)CSc2cn[nH]n2)cc1
34. O=C(Nc1cccc(F)c1)c1cccc(-n2cnnn2)c1
35. O=C(COC(=O)[C@@H]1CCCN1S(=O)(=O)c1ccc(Cl)cc1)Nc1ccccc1
36. O=C1CCCC[C@]2(CN(Cc3ccccc3OCc3cccnc3)C[C@H]2c2cccnc2)N1
37. CC(C)Cc1cc(-c2nn3c(-c4ccccc4Cl)nnc3s2)n[nH]1
38. Cc1c(C(=O)N2CCc3ccccc3C2)sc2nc(-c3cccc([N+](=O)[O-])c3)cn12
39. Cc1nn(-c2nc3ccccc3n2C)c2c1C(c1ccc(C(=O)O)cc1)CC(=O)N2 (stereo unspecified)
40. Cc1c(NC(=O)/C=C/c2cccc(Cl)c2Cl)cccc1-n1cnnn1
screen / no.,31,32,33,34,35,36,37,38,39,40
UCHL1 inh,-29,-9,0,4,0,0,5,-1,-4,3
USP8 block,-154,-22,20,-23,3,-10,0,-17,-7,80*
USP17 block,-74,9,2,5,-5,1,43*,-5,-6,25
USP28 block,-48,-1,-2,-20,-3,7,30*,-5,-3,0
OTUD3 inh,-45,5,5,3,-3,7,19,-4,-2,-4
USP7 inh,-27,-7,3,2,-5,-3,8,-35,-1,17
USP30 inh,-275,-36,1,6,-1,22,41*,5,3,43*
USP10 block,-6,-6,2,5,4,1,14,6,-10,20

# Going on with the list.
nr	molecule	UCHL1 inh	USP8 block	USP17 block	USP28 block	OTUD3 inh	USP7 inh	USP30 inh	USP10 block
41	CC(=O)Nc1sc2c(c1CN1CCN(C)CC1)CCCC2	1	3	3	0	0	-1	-6	5
42	COc1ccc(NC(=O)c2ccc(N3C(=O)C(C)CS3(=O)=O)cc2Cl)cc1 (stereo unspecified)	0	14	11	27	14	1	18	3
43	O=C(Cn1c(=O)n(Cc2ccccc2)c(=O)c2cc(Cl)ccc21)NCC1CCCO1 (stereo unspecified)	-3	-6	-8	-11	-4	-29	0	0
44	COc1cccc(CN2CCC3(CC2)CN(C(C)=O)Cc2ccccc2O3)c1OC	-2	-15	-9	-15	-3	0	-2	-2
45	CCc1ccc(-n2c(C)cc(/C=C3\C(=N)N4N=CSC4=NC3=O)c2C)cc1	6	62*	46*	-136	-121	-180	-433	40*
46	O=C(CN1CCC(Nc2nc3c(c(=O)[nH]2)CCCC3)CC1)NC(c1ccccc1)c1ccccc1	4	17	-3	7	2	-6	-7	0
47	O=C1NC2(CCN(Cc3ccccc3F)CC2)N=C1c1cccc(F)c1	1	-3	-7	0	-7	0	-2	0
48	Cc1cnc(C2CCN(C(=O)c3cc(C4CCCCC4)no3)C2)[nH]1 (stereo unspecified)	-1	-27	-2	4	10	1	11	0
49	CCN(CC)c1ccc2ccc(C(=O)N3CCC(N(C)C)C3)cn12 (stereo unspecified)	-7	-256	-40	-26	-19	-6	-71	-3
50	CC1=C(O)[C@@H](O)[C@@H]2O[C@@H]2C1=O	-3	-21	-12	-5	-5	-11	-6	-9
51	CCCC1Cc2c(sc3nc(SCc4cccc(F)c4)nc(N)c23)CO1 (stereo unspecified)	-3	16	3	4	0	-31	-5	9
52	COc1cc(OC)c2cc(C(=O)N[C@@H](Cc3ccccc3)C(=O)O)n(C)c2c1	2	58*	36*	5	0	0	0	6
53	Cn1cccc1C1CCCCCN1C(=O)c1cnccn1 (stereo unspecified)	-1	-1	0	·	1	1	·	-2
54	Cc1cc(C)n2nc(C(=O)N3CCCC(c4[nH]ncc4C)C3)cc2n1 (stereo unspecified)	-3	-36	-13	-12	-27	0	-25	-1
55	CCN1C[C@H]2CCN(C(=O)c3cc(C)on3)CC[C@H]2S1(=O)=O	-2	-8	-4	-10	-1	-1	8	-2
56	CCc1cccc(C)c1NC(=O)Cn1nc2ccc(C(=O)NCc3ccccc3)cn2c1=O	4	74*	16	15	22	25	18	36*
57	O=C(NC1CCCCC1)C(c1ccc(O)cc1)N(C(=O)C1COc2ccccc2O1)c1ccc(F)cc1 (stereo unspecified)	-3	0	17	11	3	1	4	25
58	O=C(O)C(Cc1c[nH]c(=O)s1)c1ccc([N+](=O)[O-])cc1 (stereo unspecified)	1	-99	-12	1	3	0	15	0
59	COc1ccc(-c2nc3c(c(SCC(=O)Nc4ccccc4C)n2)COC(C)(C)C3)cc1	4	28	16	14	14	5	23	0
60	Cc1cnc(C(=O)N2CCCCC2c2nc(C)c3c(n2)N(CC(C)C)C(=O)CC3)cn1 (stereo unspecified)	0	15	10	9	16	-2	11	-6
61	COc1ccc(OC)c2c(C)cc(N3CC(C)CC(C)C3)nc12 (stereo unspecified)	22	98*	96*	54*	30*	-33	43*	15
62	CCC1CCCCN1Cc1nc2c(c(=O)n(C)c(=O)n2C)n1Cc1ccccc1Cl (stereo unspecified)	1	5	-1	0	10	5	26	-3
63	Cc1cccc(Nc2nc3c(S(=O)(=O)c4ccc(C(C)(C)C)cc4)nnn3c3ccccc23)c1C	1	23	9	-1	1	9	-16	0
64	N#Cc1ccc(C(=O)Nc2ccccc2Cc2ccccc2)cc1	2	-98	-7	2	7	-12	10	8
65	O=C1N[C@@H]2CN(S(=O)(=O)c3ccc(F)c(F)c3)CC[C@H]2CO1	0	1	-9	-17	-3	0	9	1
66	CCOc1ccc(-c2cc3nc(C4CCN(C(=O)OC(C)(C)C)CC4)c(C(=O)Nc4cc(F)ccc4F)cn3n2)cc1	-6	56*	46*	10	31*	9	-8	2
67	CC(C)(C)C(=O)N1CCC2(C1)Nc1cccnc1NC2=NCc1ccccc1 (stereo unspecified)	-12	-9	-151	-174	-138	-10	i	-9
68	CC(C)(C)c1cc(C(=O)N2CCOCC2CCc2cnccn2)n[nH]1 (stereo unspecified)	0	-1	4	·	1	1	·	0
69	O=C1CO[C@H]2CN(Cc3cn[nH]c3-c3ccccc3)C[C@@H]2N1	3	-3	0	·	0	1	·	0
70	CCCCOc1ccc(C(=O)NCc2ccc3c(c2)cc(C)n3C)cc1	0	-12	2	-3	-11	-34	-55	-9
71	O=C(Nc1ccc(N2CCC(n3cccc3)CC2)cc1)c1ccccc1	1	30*	0	-3	-1	8	2	15
72	CCOc1ccc(C(C(=O)NC2CCCCC2)N(C(=O)c2ccco2)c2ccccc2OC)cc1 (stereo unspecified)	3	15	10	12	8	5	29	5
73	Clc1ccc(C2=Nc3cc(Cl)ccc3OC2)cc1	-3	56*	21	-8	-11	-6	-50	-5
74	CCCc1cc(=O)n2[nH]c(-c3ccccc3)cc2n1	0	-3	-14	-9	-7	3	-8	1
75	CC1=C(C(=O)Nc2ccc(C)cc2C)C(c2cccs2)n2c(nc3ccccc32)N1 (stereo unspecified)	2	31*	13	6	14	5	26	0
76	CC(=O)c1c(C2CC2)[nH]c2ncccc12	-1	1	4	6	5	5	20	1
77	CC(Sc1nc(C2CC2)n(-c2ccccc2)n1)C(=O)Nc1ccc2[nH]c(=O)[nH]c2c1 (stereo unspecified)	2	-15	0	0	-2	0	-3	-1
78	CC(C)(NC(=O)C1CCCC1)c1nc2c(c(C(N)=O)n1)OCCO2	-2	8	·	0	-2	-2	-4	0
79	Cc1ccccc1Nc1nc(-c2cnc(N3CCOCC3)nc2C)cc(=O)[nH]1	1	5	8	5	8	1	17	2

# Arranged by SMILES length (ascending): some entries from above
nr	molecule	UCHL1 inh	USP8 block	USP17 block	USP28 block	OTUD3 inh	USP7 inh	USP30 inh	USP10 block
53	Cn1cccc1C1CCCCCN1C(=O)c1cnccn1 (stereo unspecified)	-1	-1	0	·	1	1	·	-2
7	CCc1cccc(C)c1NC(=O)/C=C/c1cc(OC)ccc1OC	-1	2	-1	-5	-17	2	-2	-1
28	CCCN1CCN(c2ncc3c(n2)CCN(Cc2ccccn2)C3)CC1	-7	-82	-46	-35	-39	-4	-102	-6
69	O=C1CO[C@H]2CN(Cc3cn[nH]c3-c3ccccc3)C[C@@H]2N1	3	-3	0	·	0	1	·	0

# This is a random part of the collection; any-hit rate near 13%.
